SRC3 TRFRET art: counter-screen for PPARgamma SRC-3 recruitment agonists: TR-FRET artefact; PPARgamma/SRC-3 format; stronger effect = higher value; TR-FRET ratio at 8 µM; 99,000 compounds, 0.39% hits; AID 1048; in the data active = TR-FRET ratio above about 2000; also: inactives centre near 1600; reference of the scale not given here
SRC1 TRFRET art: flags TR-FRET format artefacts in PPARgamma SRC-1 recruitment agonist screen; TR-FRET detection artefact counter-screen, emission ratio; stronger effect = higher value; AID 1051; TR-FRET ratio at 8 µM; 99,000 compounds, 0.34% hits; in the data active = TR-FRET ratio above about 2300; also: inactives centre near 1800; reference of the scale not given here
The depositor's hits bear a star. An excerpt; rates above refer to the full screens.

structure,SRC3 TRFRET art,SRC1 TRFRET art
CN(C)CCCN=Cc1c(O)n(Cc2ccc3c(c2)OCO3)c(=O)c2ccccc12,1606,2034
CN(C)c1ccc(/C=N/NC(=O)CCc2c[nH]c3ccccc23)cc1,1598,1739
COP(=O)(OC)c1nc(-c2cccc3ccccc23)oc1N1CCOCC1,1610,1810
COC(=O)c1cn(-c2ccc(F)cc2)c(=O)c2ccccc12,1412,1671
CCOc1cc(S(=O)(=O)n2cnc(C)c2)ccc1Cl,1802,1998
COc1ccc(-c2cc(Nc3ccccc3NC(=O)C(F)(F)F)n(CCC#N)n2)cc1,1487,1788
O=C(CCl)NC(=O)NC12CC3CC(CC(C3)C1)C2,1600,1545
CC1CCc2c(sc(/N=C/N(C)C)c2C#N)C1 (stereo unspecified),1579,1745
Cc1ccc(N=C2c3ccccc3C(=O)C2[N+](=O)[O-])cc1C (stereo unspecified),1396,1760
Cc1ccc(C)c2[nH]c(=O)c(CN(CC3CCCO3)C(=O)NC3CCCCC3)cc12 (stereo unspecified),1649,1851

Single records (already shown). Screens in order: SRC3 TRFRET art | SRC1 TRFRET art
`CN(C)CCCN=Cc1c(O)n(Cc2ccc3c(c2)OCO3)c(=O)c2ccccc12` across the screens: 1606 | 2034
`CC1CCc2c(sc(/N=C/N(C)C)c2C#N)C1` (stereo unspecified) across the screens: 1579 | 1745

Continued.
structure,SRC3 TRFRET art,SRC1 TRFRET art
C/C(=N/NC(=O)C1COc2ccccc2O1)c1ccco1 (stereo unspecified),1553,1830
CCn1c(=O)c2cc(C(=O)N3CCCC3)sc2c2ccccc21,1691,2025
COc1ccccc1NC(=O)CCc1nc2ccccc2s1,1762,1949
Cc1ccc(-c2ccc(SCC(=O)c3ccccc3)nn2)cc1,1794,1766
CCCCn1c(=O)c(CCC(=O)OCC(=O)NC(=O)NCCOC)nc2ccccc21,1693,1659
COc1ccc(CCNC(=O)c2csc3c2CCCC3)cc1,1530,1656
COc1ccc(-n2ccnc2SCC(=O)NCc2ccc(F)cc2)c(OC)c1,1661,1789
Nc1ncnc(Nc2cccc(Cl)c2Cl)n1,1717,1714
C/C(=N\NC(=O)C1CC1)c1cccc(NC(=O)c2cccc(Cl)c2)c1,1600,1627
C#CCOCCOCCOCCNc1nc(N2CCN(C(=O)[C@H](CCCCN)n3cc([C@@H](N)C(C)CC)nn3)CC2)nc(N2CCN(C(=O)[C@H](Cc3cc4ccccc4[nH]3)n3cc([C@@H](N)CC(C)C)nn3)CC2)n1 (stereo partly specified),1631,1663

Next section.
structure,SRC3 TRFRET art,SRC1 TRFRET art
Fc1ccc(N2CCN(Cc3nnc(-c4ccccc4)o3)CC2)cc1,1521,1887
COc1ccccc1NC(=O)CC1SC(=N)N(c2ccccc2)C1=O (stereo unspecified),1597,1875
COc1ccc(OC)c(NC(=O)CCc2c[nH]c3ccccc23)c1,1456,1521
Cc1ccc2nc3sc(C(=O)Nc4c(C)[nH]c(=O)[nH]c4=O)c(N)c3cc2c1,1730,1782
O=C(NC1CC1)C1=C[C@@H](C2CCCCC2)C[C@@H](OCc2ccc(CO)cc2)O1,1550,1648
CC(=O)Nc1cccn(Cc2c(Cl)cccc2Cl)c1=O,1479,1599
COc1ccc(Br)cc1/C=C\C(=O)NCc1cccnc1,1679,2065
CCN(CC)CCNCc1cc(Cl)ccc1OCc1ccccc1F,1605,1661
COc1ccc(/C=C/C(=O)NC(C)(C)C)cc1S(=O)(=O)N1CCOCC1,1485,1855
CC(OC(=O)CNS(=O)(=O)/C=C/c1ccccc1)C(=O)Nc1ccc(S(=O)(=O)N2CCCC2)cc1 (stereo unspecified),1551,1667

Next section:
structure,SRC3 TRFRET art,SRC1 TRFRET art
S=C(NCc1ccncc1)Nc1ccc(Cl)cc1,1626,1653
Cc1nnc(SCC(=O)Nc2ncc(S(=O)(=O)c3ccc([N+](=O)[O-])cc3)s2)s1,1629,1846
COc1cccc(C2CC(c3cccs3)=NN2C(=O)CSc2nc3ccccc3o2)c1OC (stereo unspecified),1674,1913
O=C(CSc1ccccc1)Nc1nc2ccccc2[nH]1,1653,1542
COc1ccc(-c2cnnn2-c2ccc(NC(=O)/C=C/c3ccc(OC)c(OC)c3)cc2)cc1,1829,1746
CC(C(=O)NCCN1C(=O)S/C(=C\c2cccs2)C1=O)N1C(=O)c2ccccc2C1=O (stereo unspecified),1416,1424
Clc1ccc(CNCc2cccs2)cc1Cl,1553,2110
O=C(NCCc1ccccc1)C(=O)NCC(c1ccco1)N1CCOCC1 (stereo unspecified),1658,1784
COc1ccc(-c2csc(/C(C#N)=C\c3cccc([N+](=O)[O-])c3)n2)cc1,1526,1890
O=c1[nH]c(-c2ccc3c(c2)OCO3)nc2c1sc(=S)n2-c1ccccc1,1566,1770

New compounds follow:
structure,SRC3 TRFRET art,SRC1 TRFRET art
CCC(O)c1c(-c2ccccc2)nn(C)c1Cl (stereo unspecified),1612,1879
Cc1ccc(OCCCCNC2CCCCC2)c(C)c1,1682,1775
Cc1ccc2nc3c(cc(C#N)c(=O)n3-c3nccs3)c(=O)n2c1,1604,1608
O=C1CSc2ccc(C(=O)O)cc2N1,1494,1907
Cc1cc(Br)cc2cn[nH]c12,1607,1945
Cc1ccc(C[n+]2cccc(-c3ccccc3)c2)c(C)c1,1355,1708
CCNS(=O)(=O)c1ccc(CCC(=O)NCc2ccccc2)cc1,1739,1859
CSCCC(NS(=O)(=O)c1ccc(Cl)cc1)C(=O)OCC(=O)N1CCCc2ccccc21 (stereo unspecified),1659,1550
COc1ccc(C(=O)Cn2nc(CNc3ccc(Br)cc3)[n+]3c2CCCCC3)cc1,1399,1726
CN(C)C(CNC(=O)CNC(=O)c1ccc(Br)cc1)c1ccccc1 (stereo unspecified),1610,2073

(cont.)
structure,SRC3 TRFRET art,SRC1 TRFRET art
O=c1cc(CSc2nnc(COc3ccccc3)n2-c2ccccc2)c2ccccc2[nH]1,1993,2028
O=c1c2[nH]c3ccc(F)cc3c2ncn1CCN1CCN(Cc2ccccc2)CC1,1746,1782
COc1ccc(C(=O)NCCN2C(=O)S/C(=C\c3cccnc3)C2=O)c(OC)c1OC,1401,1665
O=C(/C=C/c1ccccc1Cl)Nc1ccc(-c2nnc3n2CCCCC3)cc1,1634,1886
Cn1c(CCCOc2ccc(Cl)cc2Cl)n[nH]c1=S,1591,1484
COCCN(CCOC)S(=O)(=O)c1ccc(C(=O)Nc2sc3c(c2C(N)=O)CCCCC3)cc1,1555,1787
O=C(NNC(=S)NCc1ccc(Cl)cc1)c1ccc(Br)o1,1524,1825
Cc1cc(NC(=O)/C=C/c2ccc(F)cc2)n(-c2nc3ccccc3[nH]2)n1,1395,1852
c1ccc(CSC2=NCCS2)cc1,1484,1789
Cc1c([N+](=O)[O-])cc(C(=O)N2CCOCC2)cc1[N+](=O)[O-],1501,1800

13 entries from above, arranged by heavy-atom count, falling.
structure,SRC3 TRFRET art,SRC1 TRFRET art
COCCN(CCOC)S(=O)(=O)c1ccc(C(=O)Nc2sc3c(c2C(N)=O)CCCCC3)cc1,1555,1787
CSCCC(NS(=O)(=O)c1ccc(Cl)cc1)C(=O)OCC(=O)N1CCCc2ccccc21 (stereo unspecified),1659,1550
COc1ccc(C(=O)NCCN2C(=O)S/C(=C\c3cccnc3)C2=O)c(OC)c1OC,1401,1665
O=c1c2[nH]c3ccc(F)cc3c2ncn1CCN1CCN(Cc2ccccc2)CC1,1746,1782
O=C(/C=C/c1ccccc1Cl)Nc1ccc(-c2nnc3n2CCCCC3)cc1,1634,1886
Cc1cc(NC(=O)/C=C/c2ccc(F)cc2)n(-c2nc3ccccc3[nH]2)n1,1395,1852
CN(C)C(CNC(=O)CNC(=O)c1ccc(Br)cc1)c1ccccc1 (stereo unspecified),1610,2073
CCNS(=O)(=O)c1ccc(CCC(=O)NCc2ccccc2)cc1,1739,1859
Cc1ccc(C[n+]2cccc(-c3ccccc3)c2)c(C)c1,1355,1708
Cn1c(CCCOc2ccc(Cl)cc2Cl)n[nH]c1=S,1591,1484
O=C1CSc2ccc(C(=O)O)cc2N1,1494,1907
c1ccc(CSC2=NCCS2)cc1,1484,1789
Cc1cc(Br)cc2cn[nH]c12,1607,1945

(continued)
structure,SRC3 TRFRET art,SRC1 TRFRET art
CC1CCCCN1C(=S)Nc1ccc(OC(F)F)cc1 (stereo unspecified),1532,1796
CN1CCN(NC(=S)Nc2ccc(OC(F)F)cc2)CC1,1411,1841
Cc1cc(C)nc(NS(=O)(=O)c2ccc(NC(=O)CCCN3C(=O)c4ccccc4C3=O)cc2)n1,1393,1553
Cc1cc(C)cc(N(C(C)C(=O)N2CCCCC2)S(C)(=O)=O)c1 (stereo unspecified),1818,1758
CC(C)(C)NC(=O)CN(C(=O)c1ccc(Cl)nc1)c1cccc2ccccc12,1573,1851
CC(=O)c1sc(Nc2nc3cc4c(cc3s2)OCO4)nc1C,1758,1927
COc1cc(/C=N/Nc2cccc(C)c2)ccc1OC(=O)c1ccco1,1836,1894
CCCSc1nc2c(cnn2-c2ccccc2)c(=O)[nH]1,1375,1776
O=[N+]([O-])c1cc(-c2nc(-c3ccncc3)no2)ccc1Cl,1681,1657
COc1ccc(OC)c(-c2csc(NC(=O)C3COc4ccccc4O3)n2)c1 (stereo unspecified),1744,1943

(continued)
Below each compound: SRC3 TRFRET art | SRC1 TRFRET art
- Cc1ccnc(NS(=O)(=O)c2ccc(N3C(=O)c4ccccc4C3=O)cc2)n1
 : 1524 | 1747
- Clc1ccc2nc(-c3ccncc3)cc(-c3ccccc3)c2c1
 : 1717 | 1693
- O=C(CC(c1ccccc1)c1ccccc1)Nc1nn[nH]n1
 : 1538 | 1935
- CCc1nc2ccccc2c(C(=O)OCC(=O)NCc2ccc3c(c2)OCO3)c1C
 : 1795 | 2023
- COc1ccc(Nc2c3c(nc4ccccc24)CCCC3)cc1OC
 : 1706 | 1998
- COc1ccc(C2/C(=C(/O)c3ccccc3)C(=O)C(=O)N2c2ccccn2)cc1OC (stereo unspecified)
 : 1435 | 1894
- O=C(CSc1nnnn1-c1ccccc1)Nc1ncc(Cc2cccc(Cl)c2Cl)s1
 : 1554 | 1552
- O=C1C(=O)N(CC2CCCO2)C(c2ccccc2[N+](=O)[O-])/C1=C(/O)c1ccccc1 (stereo unspecified)
 : 1342 | 1844
- Cc1cc(C)nc(SC2CCCCC2NS(=O)(=O)c2ccc(Cl)cc2)n1 (stereo unspecified)
 : 1681 | 1892
- CCOC(=O)c1nnn(-c2ccc([N+](=O)[O-])cc2[N+](=O)[O-])c1C
 : 1532 | 1801
- CCNC(=S)N(CCc1c(C)[nH]c2ccc(Cl)cc12)Cc1ccco1
 : 1856 | 1742
- S=C(NCC1CCCO1)N1CCN(c2ccccc2)CC1 (stereo unspecified)
 : 1392 | 1644
- Cc1ccc(N2CC(C(=O)OCC(=O)Nc3ccccc3F)CC2=O)cc1 (stereo unspecified)
 : 1797 | 2022
- CCOC(=O)c1c(CC(C)C)csc1NC(=O)COC(=O)c1cc(OC)c(OC)cc1[N+](=O)[O-]
 : 1551 | 1621
- COc1ccc(C)cc1NC(=O)c1ccccc1NS(=O)(=O)c1ccc(Cl)s1
 : 1784 | 1909
- CC(C)(C)c1cc(CCC(=O)NNC(=S)NC(=O)c2ccccc2)cc(C(C)(C)C)c1O
 : 1705 | 1943
- N#CC1=C(S)N(c2ccccc2)C2(CCCCC2)NC1=O
 : 1638 | 1516
- CC(C)Oc1cccc(-c2cc(C(=O)NC(=S)N(C)c3ccccc3C(=O)O)c3ccccc3n2)c1
 : 1598 | 1776
- N=C1c2ccccc2CN1NC(=O)c1cccc(S(=O)(=O)N2CCCCC2)c1
 : 1657 | 1938
- C/C(=N\O)c1ncc(C(F)(F)F)cc1Cl
 : 1719 | 1904

Additional compounds
Below each compound: SRC3 TRFRET art | SRC1 TRFRET art
- COc1cc(NC(=S)NCCCN2CCOCC2)c(OC)cc1Cl
 : 1843 | 1971
- O=C(Cn1cc(C(=O)C(F)(F)F)c2cc(Br)ccc21)N1CCOCC1
 : 1352 | 1498
- Cc1nc2ccccc2c2c1C(=O)N(c1cccc(C(=O)O)c1)C2=O
 : 1766 | 1765
- CCN(CC)c1ccc(C(=O)OCC(=O)N(C)Cc2ccccc2)cc1
 : 1343 | 1821
- O=C(CN1C(=O)NC2(CCCCCC2)C1=O)NC1CC1
 : 1568 | 1848
- O=C(Nc1ccccc1C(=O)Nc1ccccn1)c1ccc([N+](=O)[O-])cc1
 : 1462 | 1949
- O=C(Nc1cc(F)cc(F)c1)c1sc(Cl)nc1-c1ccccc1
 : 1660 | 1816
- O=C(COC(=O)/C=C/c1ccccc1Cl)NC1CCCCCC1
 : 1543 | 1710
- COc1ccc(OCCCC(=O)Nc2ccc(N3CCCCC3)cc2)cc1
 : 1703 | 1910
- COCC(C)n1c(SCC(=O)NNC(=O)c2ccc(F)cc2)nc2ccccc2c1=O (stereo unspecified)
 : 1659 | 1822
- COc1cc(CC(=O)OCC(=O)NCC(C)C)cc(OC)c1OC
 : 1692 | 2037
- Cc1ccc(NC2=NCC(=O)N2C2CCCC2)cc1C
 : 1617 | 1990
- NC(=O)c1ccc(N=Nc2c(-c3ccccc3)[nH]n(-c3ccccc3)c2=O)cc1
 : 1661 | 1982
- CNC(=S)N1N=C(c2ccc(OC)cc2)CC1c1ccc(Cl)cc1Cl (stereo unspecified)
 : 3446* | 3403*
- O=C(CNS(=O)(=O)c1ccc(F)cc1)N1CCCCCC1
 : 1690 | 1753
- N#Cc1c(NC(=O)c2ccccc2Cl)n(Cc2ccccc2)c2nc3ccccc3nc12
 : 1498 | 1811
- CC(C)CC(=O)NNC(=S)NCc1ccco1
 : 1545 | 1828
- Cc1cc(C(=O)NCc2ccco2)c2cc(F)ccc2n1
 : 1287 | 1903
